Compound activity: PubChem BioAssay, Southern Research Specialized Biocontainment Screening Center
H1N1 NS1A inhibition – NS1A inhibition, H1N1 influenza, cell based functional assay (AID 504329) | 340,000 compounds, 0.3% hits | inhibition, % at 12.5 µM, or IC50 in µM where a hit was titrated | NS1A functional cell-based assay, percent inhibition; higher % means a stronger effect; in the data active = a potency from the dose series; inconclusive = inhibition above about 27% without an active follow-up result; also: strong numbers were not always called active
tuberculosis growth – growth inhibition of non-replicating M. tuberculosis (AID 488890). Mycobacterium tuberculosis non-replicating, growth inhibition; higher % means a stronger effect. inhibition, % at 25 µM; hits with a dose series show IC50 in µM. 320,000 compounds, 0.39% hits; in the data active = a potency from the dose series; inconclusive = inhibition mostly from about 82% at the one dose, without a potency; inactive = the rest, 99 in 100 with inhibition below about 76%;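 also: plate controls were DMSO cells for no effect and high antibiotic wells for full effect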
VEEV TC-83 Vero – inhibitors of VEEV TC-83 cytopathic effect, confirmation, Vero cells (AID 588727); Vero cells, VEEV TC-83 cytopathic effect inhibition; higher % means a stronger effect; one-dose inhibition, % at 20 µM; IC50 in µM for titrated hits; 350,000 compounds, 0.13% hits; in the data active = a potency from the dose series; inconclusive = inhibition mostly from about 14% at the one dose, without a potency; inactive = the rest, 99 in 100 with inhibition below about 12%; also: strong numbers were not always called active
PhoP GFP inhibition – Inhibition of PhoP regulon, Salmonella typhi GFP reporter cells, confirmation, 4 h (AID 1850) | Salmonella Typhi PhoP-promoter GFP reporter, fluorescence, 4 h; higher % means a stronger effect | one-dose inhibition, % at 50 µM; IC50 in µM for titrated hits | 310,000 compounds, 0.33% hits; in the data active = a potency from the dose series; inconclusive = inhibition mostly from about 25% at the one dose, without a potency; inactive = the rest, 99 in 100 with inhibition below about 19%;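 also: 0% = induced wells with vehicle and 100% = uninduced wells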
M. tuberculosis HTS – M. tuberculosis growth inhibition, HTS (AID 449762). M. tuberculosis H37Rv growth inhibition, 7H9 media; higher % means a stronger effect. one-dose inhibition, % at 25 µM; IC50 in µM for titrated hits. 330,000 compounds, 0.59% hits; in the data active = a potency from the dose series; inconclusive = inhibition above about 70% without an active follow-up result;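 also: bacterial growth assessed after seven days of incubation; strong numbers were not always called active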
VEEV TC-83 Vero 10K pilot screen – also measured in VEEV TC-83 Vero; calls as there; inhibition, %; measured here: 10K pilot screen inhibition
The depositor's hits bear a star; i = inactive; ? = inconclusive; · = no result given.

SMILES	H1N1 NS1A inhibition	tuberculosis growth	VEEV TC-83 Vero	PhoP GFP inhibition	M. tuberculosis HTS	others
CCc1cccc(CC)c1NC(=O)COC(=O)c1cccc(-c2ccc(OC(C)=O)cc2)c1	-4%	-2%	0.7%	-7%	3%
O=C1c2cccc([N+](=O)[O-])c2C(=O)N1CCO	-4%	-5%	1.0%	0%	7%
Cc1cc2ccccc2cc1C(=O)c1ccccc1	-19%	·	0.1%	·	·
CC(=O)c1ccc(N2CCN(Cc3cc(=O)n4c(-c5ccccc5)csc4n3)CC2)cc1	-6%	·	i	·	·
O=C(CN1CCN(S(=O)(=O)c2ccccc2)CC1)NC1CC1	3%	4%	i	-6%	2%
Cc1ccc(-n2c(SCC(=O)Nc3ccc4c(c3)OCO4)nnc2-c2cccs2)cc1	-1%	8%	1.6%	-6%	-6%
Cc1ccsc1-c1nc(CSCC(=O)N2CCN(c3ccccc3)CC2)c(C)o1	1%	19%	7.1%	6%	-5%
CCN(CC)CCCn1c(C)cc2c(c1=O)C(c1cccc(Cl)c1)C(C#N)=C(N)O2 (stereo not given)	-3%	·	2.1%	·	·
CCC(C)(C)c1ccc(OCC(=O)Nc2ccncc2)cc1	-1%	4.4µM*	0.9%	0%	9%
CN(C)/C=C/C(=O)Oc1ccc(Cl)cc1Cl	-2%	-12%	i	-12%	2%
O=C(CSc1nc2ccc(Cl)cc2[nH]1)c1cccs1	-4%	1%	68%	-3%	1%
CCOC(=O)C1CCCN(C(=O)c2ccc([N+](=O)[O-])cc2)C1 (stereo not given)	1%	3%	0.7%	-1%	0%
Cc1nn(-c2cccc(Cl)c2)c2c1C(c1ccncc1)C(C#N)=C(N)O2 (stereo not given)	18%	11%	4.4%	-4%	-4%
Cc1ccccc1NC(=O)NCCc1ccc(Cl)cc1	2%	5%	0.1%	-14%	-3%	VEEV TC-83 Vero 10K pilot screen=0.1
CSCCC(NS(=O)(=O)c1ccccc1)C(=O)OC(C)C(=O)Nc1ccc(Cl)cn1 (stereo not given)	-2%	0%	0.8%	·	-6%

Four records drawn at random from those above, as already listed:
SMILES	H1N1 NS1A inhibition	tuberculosis growth	VEEV TC-83 Vero	PhoP GFP inhibition	M. tuberculosis HTS	others
Cc1ccccc1NC(=O)NCCc1ccc(Cl)cc1	2%	5%	0.1%	-14%	-3%	VEEV TC-83 Vero 10K pilot screen=0.1
CSCCC(NS(=O)(=O)c1ccccc1)C(=O)OC(C)C(=O)Nc1ccc(Cl)cn1 (stereo not given)	-2%	0%	0.8%	·	-6%
O=C(CN1CCN(S(=O)(=O)c2ccccc2)CC1)NC1CC1	3%	4%	i	-6%	2%
CN(C)/C=C/C(=O)Oc1ccc(Cl)cc1Cl	-2%	-12%	i	-12%	2%

(list continues)
SMILES	H1N1 NS1A inhibition	tuberculosis growth	VEEV TC-83 Vero	PhoP GFP inhibition	M. tuberculosis HTS	others
O=C(O)c1ccc(N2C(=O)c3cccc(Oc4ccc(Cl)cc4)c3C2=O)cc1	3%	2%	0.6%	-2%	-12%
CCOC(=O)c1cccc(NC(=O)Cn2nc(C)n3cccc3c2=O)c1	-3%	15%	0.9%	-7%	-6%
COc1ccc(OC)c(/C=N/NC(=O)c2cc3c(OC)c(OC)ccc3[nH]2)c1	-6%	0%	1.0%	1%	5%
CS(=O)(=O)Nc1cccc(C(=O)OCCCOc2ccc(F)cc2)c1	-21%	27%	1.1%	-7%	5%
Cc1ccc(C(=O)Nc2ccccc2-c2ccccc2)cc1[N+](=O)[O-]	8%	36%	1.3%	3%	11%
O=c1[nH]cnc2c1c(-c1ccccc1)cn2-c1cccc(Cl)c1	-9%	22%	6.8%	-18%	63%
Clc1ccc(Cl)c(Oc2ccc(Oc3nc(Cl)ccc3Cl)cc2)n1	10%	-3%	2.2%	-9%	-7%
CC(Cc1cccnc1)NC(=O)c1ccccc1OC1CCN(S(C)(=O)=O)CC1 (stereo not given)	-7%	-4%	i	-14%	8%
COc1nc(N(C)C)nc(N(OC)S(=O)(=O)c2ccccc2Cl)n1	-2%	9%	2.0%	-8%	-4%
COCCN(Cc1cccs1)S(=O)(=O)c1ccc(-c2ccc(=O)[nH]n2)s1	-1%	-6%	1.3%	1%	8%
O=C(CN1C(=O)c2ccccc2S1(=O)=O)NCc1cccnc1	-1%	12%	1.0%	-7%	7%
O=C(Nc1ccccc1N1CCN(C(=O)c2ccccc2)CC1)c1cc(Br)ccc1Cl	-3%	29%	i	-5%	1%
CCOC(=O)c1cc2c(=O)n3ccccc3nc2n(CC2CCCO2)c1=NC(C)=O (stereo not given)	-1%	-11%	8.7%	-5%	11%
CC(NC(=O)C12CC3CC(CC(O)(C3)C1)C2)c1ccc(Cl)cc1Cl (stereo not given)	10%	7%	13%	3%	19%
Cc1ccc2c(c1)[C@H]1[C@H](CO2)[C@H](c2ccccc2)[C@]2(C)C(=O)Nc3ccc(F)cc3C(=O)N12	11%	·	i	·	·

Arranged by number of heavy atoms (lowest first): part of the list above.
SMILES	H1N1 NS1A inhibition	tuberculosis growth	VEEV TC-83 Vero	PhoP GFP inhibition	M. tuberculosis HTS	others
O=C(CN1C(=O)c2ccccc2S1(=O)=O)NCc1cccnc1	-1%	12%	1.0%	-7%	7%
COc1nc(N(C)C)nc(N(OC)S(=O)(=O)c2ccccc2Cl)n1	-2%	9%	2.0%	-8%	-4%
CS(=O)(=O)Nc1cccc(C(=O)OCCCOc2ccc(F)cc2)c1	-21%	27%	1.1%	-7%	5%
CCOC(=O)c1cccc(NC(=O)Cn2nc(C)n3cccc3c2=O)c1	-3%	15%	0.9%	-7%	-6%

Next part:
SMILES	H1N1 NS1A inhibition	tuberculosis growth	VEEV TC-83 Vero	PhoP GFP inhibition	M. tuberculosis HTS	others
CC(C)c1nc(NCCO)c2nnn(Cc3ccccc3)c2n1	1%	13%	1.6%	1%	-9%
CC(=O)c1ccc(S(=O)(=O)Nc2ccc(C(=O)NC3CC3)cc2)cc1	8%	·	0.3%	·	·
O=C(Nc1cccnc1)c1sc(Nc2ccccc2)nc1-c1ccccc1	-9%	-4%	1.5%	-5%	1%
Cc1ccc(C)c(N2CCN(S(=O)(=O)c3cccc4cccnc34)CC2)c1	0%	9%	6.8%	4%	-2%
COc1ccc2c(C)cc3nncn3c2c1	3%	-6%	0.2%	2%	4%
O=C(CSc1nncs1)NC(=O)NC1CCCC1	-2%	26%	1.3%	14%	2%
O=C(c1ccccc1)N1CCN(c2ccc([N+](=O)[O-])c(NCc3ccco3)c2)CC1	21%	63%	7.8%	29%	6%
Cc1nc(C(=O)N2CCCC(C(=O)c3cccc(OC(C)C)c3)C2)cs1 (stereo not given)	-2%	7%	0.4%	-9%	7%
CC1(c2cccc(Br)c2)NC(=O)N(CC(=O)NCC2CCCO2)C1=O (stereo not given)	-10%	3%	i	·	-1%
CCOC(=O)[C@H]1[C@H]2COc3ccc(OC)cc3[C@@H]2N2C(=O)c3cc(OC)ccc3NC(=O)[C@@]12C	0%	13%	0.6%	-9%	2%
COc1cccc(NC(=O)c2nn(C)c3c2CS(=O)(=O)c2ccccc2-3)c1	-2%	-14%	2.4%	1%	5%
CCCS(=O)(=O)N1CCC(C(=O)N2CCC3(CC2)OCCO3)CC1	-1%	-3%	0.9%	-2%	-5%
C#CCCCCCCCCC(=O)NCCCC	1%	74%	1.3%	0%	?
Cc1ccc(NC(=O)c2nc[nH]c2C(=O)NCCCNC(=O)c2[nH]cnc2C(=O)Nc2ccc(C)cc2)cc1	-6%	-22%	8.1%	·	6%
Cc1ccc(N)cc1N	-22%	25%	i	·	53%
COc1ccc(N(C(=O)c2cccnc2)S(=O)(=O)c2ccc3c(c2)n(C)c(=O)n3C)cc1	-6%	1%	i	10%	7%
Cc1ccccc1NC(=O)NC1(C(=O)N2CCOCC2)CCCCC1	-4%	1%	2.2%	-1%	-5%
CC(=O)c1ccc(N2CCN(CC(=O)N(CC(C)C)c3c(N)n(CC(C)C)c(=O)[nH]c3=O)CC2)cc1	4%	8%	i	-3%	-7%
CN(C)C(CNC(=O)c1cc(S(=O)(=O)N2CCOCC2)ccc1Cl)c1cccs1 (stereo not given)	-7%	·	2.8%	·	·
CCCC1=C(C(=O)OCC)C(c2ccc(F)cc2)n2ncnc2N1 (stereo not given)	-14%	14%	3.5%	-2%	1%
Cc1cc(C)c(C)c(S(=O)(=O)N2CCN(C(=O)c3ccncc3)CC2)c1C	-5%	-7%	2.0%	·	-7%
c1ccc(-c2csc(N3CCOCC3)n2)cc1	-5%	2%	i	9%	1%
O=C1CN(C(=O)COC(=O)C2CC(=O)N(Cc3ccco3)C2)c2ccccc2N1 (stereo not given)	1%	-19%	0.7%	4%	-4%
O=C(CCC(F)(F)F)N1CCCC(CO)(CCc2ccccc2)C1 (stereo not given)	0%	22%	i	-3%	4%
COc1ccc(/C=C/C(=O)OCC(=O)NCc2ccco2)c(OC)c1	2%	36%	0.7%	-5%	4%
c1ccc(C(c2ccccc2)c2ccn[nH]2)cc1	-11%	3%	3.3%	-13%	-8%
COc1cc(/C=C/C(=O)OC[C@H]2O[C@H](OC3(CO)OC(CO)C(O)C3O)[C@H](O)[C@@H](O)[C@@H]2O)ccc1O (stereo not given in full)	0%	-17%	0.7%	·	-8%
COc1ccccc1CCNC(=O)C(=O)NCC1OCCN1S(=O)(=O)c1ccc([N+](=O)[O-])cc1 (stereo not given)	4%	40%	i	-1%	-5%
COc1ccc2c(c1OC)C(=O)OC2N1C(=O)CC[C@H]1C(=O)Nc1ccc2c(c1)OCO2 (stereo not given in full)	6%	-14%	i	10%	-9%
COCCn1c(COc2cccc(OC)c2)nnc1SCC(=O)NC1CCCCC1	14%	5%	5.0%	2%	-3%
NC(=O)c1ccccc1-c1nc(-c2ccccc2)no1	-1%	-14%	7.1%	-5%	-2%
Cc1ccccc1NC(=O)CC(C)S(=O)(=O)c1ccc2c(c1)NC(=O)CO2 (stereo not given)	2%	-12%	2.7%	-33%	1%
CCOC(=O)c1c(NC(=O)CCCC(=O)O)sc2c1CCC2	-4%	-5%	1.6%	9%	2%
O=C(CSc1nccn1Cc1ccc(F)cc1)NC1CCCC1	-8%	13%	1.1%	-12%	-6%
O=C(Nc1ccc(F)c(F)c1)c1ccc(F)c(S(=O)(=O)N2CCOCC2)c1	·	-12%	·	-2%	4%
Cc1ccc(CC2CC(=O)N(c3cc(C)ccc3C)C2=O)cc1 (stereo not given)	-6%	14%	0.6%	-6%	-12%
O=S(=O)(c1ccc2ccccc2c1)N1CCNCC1	-1%	-8%	1.2%	0%	-1%
CS(=O)(=O)c1cnc(-c2ccccc2)nc1Sc1ccc(F)cc1	-11%	10%	1.0%	9%	12%
C(=N\N1CCOCC1)/c1cccs1	-10%	2%	1.1%	-5%	-1%
Cc1cc2oc(=O)cc(CSc3nnc(C)n3N)c2cc1C(C)C	-1%	12%	0.4%	-8%	-6%
CCOC(=O)Cc1csc(NC(=O)c2cccnc2)n1	4%	·	1.4%	4%	·
Cc1cc(C)cc(N(C(=O)CNC(=O)c2ccco2)C(C(=O)NC2CCCC2)c2ccncc2)c1 (stereo not given)	-7%	12%	2.1%	9%	-1%
O=C(COc1ccc(Cl)cc1)Nc1ccc2c(c1)OCO2	9%	?	1.9%	16%	70%
COc1ccccc1N1CCN(C(=O)C(CC(C)C)NC(=O)C2CCCCC2)CC1 (stereo not given)	-10%	10%	2.3%	-3%	-3%
COC(=O)Cc1ccc(NC(=S)N2CCN(c3ccccn3)CC2)cc1	-8%	?	i	-6%	6%
Cc1ccc(COC(=O)c2ccc3c(c2)C(=O)N(CCCN2CCOCC2)C3=O)cc1	13%	-6%	1.3%	5%	-3%
CC(C)Sc1nc2sc(-c3ccccc3)cc2c(=O)n1N	-3%	-3%	0.6%	0%	5%
COc1cccc(-c2csc(N3CCN(S(=O)(=O)c4ccc(F)cc4)CC3)n2)c1	7%	5%	i	-4%	-5%
CCSC(=S)Nc1c(C)n(C)n(-c2ccccc2)c1=O	2%	-14%	0.2%	5%	-6%
CCOc1cc(/C=N\O)cc(Cl)c1OCC	6%	14%	2.5%	-12%	8%
CCCc1cc(=O)[nH]c2nnc(SCC(=O)Nc3cc(C)on3)n12	-12%	-17%	2.2%	7%	5%
CCOC(=O)CN1C(=O)COc2ccc(Cl)cc21	20%	16%	i	-4%	0%
O=C(NC1CCCC1)c1nc2c(nnn2Cc2ccccc2Cl)c(=O)[nH]1	-12%	79%	i	4%	-8%
CCCCN(Cc1ccco1)S(=O)(=O)c1ccc(-c2ccc(=O)[nH]n2)s1	-5%	-23%	1.9%	-6%	2%
COc1ccc(CNC(C)Cc2cccs2)cc1 (stereo not given)	-4%	14%	i	12%	2%
